# High-throughput results as filed in PubChem BioAssay.
# TGFb SMAD3 inh – TGF-b pathway inhibition. Potency, µM (series often up to 46.1 µM), for inactives: at the highest dose activity, negative = inhibition, most hits filed as inhibitors. 410,000 compounds, 1.2% hits. AID 588855. HepG2 CAGA-GFP TGF-b/SMAD3 reporter, GFP fluorescence, 18 h; TGF-beta stimulated, 500 pg/mL final; note: potency is the fitted concentration of half-maximal effect; % is set by controls: 0 for no effect and ±100 for the full control effect; nearly all actives have a fitted effect of over 65% in size
#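 Cell-based qHTS in HEPG2 carrying a CAGA-GFP Smad reporter; compounds added before 500 pg/mL final TGF-beta, 18 h incubation at 37 degrees C, GFP fluorescence quantified per cell by imaging cytometry.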
# HepG2 viability – counter-screen for TGF-b inhibitors: cytotoxicity in HepG2 cells | HepG2 CAGA-GFP viability, ATP luminescence, 18 h | AID 588856 | Potency, µM (series often up to 46.1 µM), for inactives: at the top dose activity change, negative = cytotoxicity, usual class: cytotoxic | 410,000 compounds, 0.76% hits; note: potency is the fitted concentration of half-maximal effect; some results filed as inactive show a strong effect at the top dose
#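 CellTiter-Glo luminescence gave cytotoxicity after 18 hours at 37 degrees C. The cells were HepG2 CAGA-GFP in 1% FBS DMEM, stimulated with 500 pg/mL TGF-beta after compound addition. %Activity was normalised to no-cell wells (complete cell-killing) and DMSO (no toxicity), and curves were fitted and classified.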
# ATXN2 expr inh – reduces ATXN2 reporter expression in HEK-293 cells. HEK-293 ATXN2-luciferase reporter, luminescence, 24 h. 360,000 compounds, 0.72% hits. Potency, µM (top dose mostly 57 µM), for the others: at the top dose activity change, negative = inhibition, actives largely listed as inhibitors; note: potency is the fitted concentration of half-maximal effect; % is set by controls: 0 for no effect and ±100 for the full control effect; nearly all actives have a fitted effect of over 55% in size
#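 ATXN2-luciferase reporter cells (luciferase flanked by upstream and downstream ATXN2 gene portions) were treated 24 h at 37 °C with compounds at up to 57 uM. SteadyGlo luminescence gave expression; GF-AFC fluorescence gave viability.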
# IL-2 act – activators of IL-2. IL-2 activation reporter assay, cell-based qHTS; stimulated with anti-CD3/CD4/CD28 beads; in transgenic mouse T cells. activation, % (series mostly up to about 46 µM). 360,000 compounds, 0.065% hits; in the data active = activation above about 50%; inconclusive = mostly about 30% to 49%; note: 0% is about no effect
#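 First, unstimulated transgenic mouse T cells were exposed to compound for 60 min. Next, anti-CD3/anti-CD4-coated beads with anti-CD28 were added. Finally, after 18 h at 37 degrees C, EGFP and DsRed were imaged.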
# A549 tox – kills or reduces viability of A549 cells in Nrf2 counter-screen | A549 ARE-Fluc cells, CellTiter-Fluor viability, 18-24 h | 390,000 compounds, 0.16% hits | Potency, µM (titrated, usually from 46 µM), for inactives: at the top dose activity change, negative = cytotoxicity, hits mostly inhibitors; note: potency is the fitted concentration of half-maximal effect; % is set by controls: 0 for no effect and ±100 for the full control effect
#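 A549 ARE-Fluc cells in 5% FBS OPTI-MEM, 5000 cells/well, rested 2 h then exposed to compounds in concentration-response for 18-24 h at 37 °C. Viability by CellTiter-Fluor fluorescence (Ex 405/Em 525) after 30 min; luciferase luminescence (BugLite, 15 min, RT) read afterwards.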
# ATXN viability – viability counter-screen for ATXN expression inhibitors; Potency, µM (highest dose often 56.7 µM), most hits filed as cytotoxic; 400,000 compounds, 0.49% hits; S2 cells (HEK-293 line with an ATXN2-luciferase reporter) viability, CellTiter-Fluor protease fluorescence, 24 h; AID 651635; note: potency is the fitted concentration of half-maximal effect; nearly all actives have a fitted effect of over 40% in size
# Nrf2 ARE act – activates Nrf2 signaling; AID 624171; Potency, µM (series often up to 46.1 µM), for the others: at the highest dose activation, most hits filed as activators; AREc32 ARE-luciferase reporter (MCF7-derived line), luminescence, 24 h; 410,000 compounds, 0.31% hits; note: potency is the fitted concentration of half-maximal effect; % of control where 0% means no effect; nearly all actives have a fitted effect of over 65% in size
#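 Each well held 1000 AREc32 cells, which were incubated with compound for 24 hr at 37 deg C after overnight attachment, and ARE reporter activity was quantified by firefly luciferase luminescence.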
# Nrf2 block – inhibitors of Nrf2 signaling; 360,000 compounds, 2.1% hits; A549 ARE-Fluc reporter, luciferase luminescence, 18-24 h; Potency, µM (highest dose often 46 µM), for inactives: at the top dose activity change, negative = inhibition, most hits filed as inhibitors; note: potency is the fitted concentration of half-maximal effect; % is set by controls: 0 for no effect and ±100 for the full control effect; nearly all actives have a fitted effect of over 60% in size
#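 Quantitative HTS in A549 cells stably bearing an antioxidant response element-firefly luciferase construct. Inhibition of Nrf2-driven transcription was scored by luminescence after 18-24 h of compound exposure at 37 °C.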
# EPAC2 ag – activates human EPAC2 exchange factor. Q8WZA2. EPAC2 activation, biochemical qHTS; response scale: 100% = 6.5 mM cAMP response. Potency, µM (titrated, usually from 154 µM), without a hit: at the highest dose activation, actives largely listed as activators. 360,000 compounds, 0.079% hits; note: potency is the fitted concentration of half-maximal effect; nearly all actives have a fitted effect of over 50% in size
# Target sequence (Q8WZA2 whole entry, looked up): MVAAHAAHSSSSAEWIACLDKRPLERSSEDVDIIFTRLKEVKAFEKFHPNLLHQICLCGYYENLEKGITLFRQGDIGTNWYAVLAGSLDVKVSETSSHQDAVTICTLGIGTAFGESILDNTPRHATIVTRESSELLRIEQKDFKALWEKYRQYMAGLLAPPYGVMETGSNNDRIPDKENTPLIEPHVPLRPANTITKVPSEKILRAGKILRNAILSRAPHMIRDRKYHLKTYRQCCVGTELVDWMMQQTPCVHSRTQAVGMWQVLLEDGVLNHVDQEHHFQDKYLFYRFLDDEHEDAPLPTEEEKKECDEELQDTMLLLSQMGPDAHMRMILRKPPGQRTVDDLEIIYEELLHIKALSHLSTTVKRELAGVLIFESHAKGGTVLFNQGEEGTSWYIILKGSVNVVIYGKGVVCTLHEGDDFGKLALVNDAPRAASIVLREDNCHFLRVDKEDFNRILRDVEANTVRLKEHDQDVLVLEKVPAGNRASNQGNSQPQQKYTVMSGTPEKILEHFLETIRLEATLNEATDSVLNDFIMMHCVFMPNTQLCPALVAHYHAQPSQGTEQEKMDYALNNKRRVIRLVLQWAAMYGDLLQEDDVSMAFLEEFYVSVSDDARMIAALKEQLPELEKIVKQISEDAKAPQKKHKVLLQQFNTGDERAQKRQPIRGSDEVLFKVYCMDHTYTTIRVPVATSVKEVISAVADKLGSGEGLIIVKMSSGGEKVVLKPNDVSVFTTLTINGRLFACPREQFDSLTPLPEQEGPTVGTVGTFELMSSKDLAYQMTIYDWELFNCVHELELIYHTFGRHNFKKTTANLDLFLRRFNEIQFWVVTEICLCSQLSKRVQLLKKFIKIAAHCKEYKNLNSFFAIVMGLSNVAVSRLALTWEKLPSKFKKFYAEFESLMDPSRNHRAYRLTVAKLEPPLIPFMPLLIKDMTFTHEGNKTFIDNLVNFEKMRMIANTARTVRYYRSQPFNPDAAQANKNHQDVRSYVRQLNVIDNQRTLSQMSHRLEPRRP
#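 Guanine nucleotide exchange by EPAC2 is measured as reduced fluorescence of BODIPY-GDP once it is released from 250 nM Rap1B. Plates are read kinetically for 30 min at room temperature; results are scaled to 6.5 mM cAMP.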
# Numbers without * were called inactive; i = inactive; ? = inconclusive; nt = no result given; [ ] = another dose, or the depositor's remark. Unless noted, calls come from the whole dose curve; as a rule, active = well fitted curve in the direction sought with a large enough effect; inconclusive = small, poorly fitted or top-dose-only effect, or another doubt; inactive = no such curve, though single readings can be large; an effect the other way counts as inactive or inconclusive.
SMILES,TGFb SMAD3 inh,HepG2 viability,ATXN2 expr inh,IL-2 act,A549 tox,ATXN viability,Nrf2 ARE act,Nrf2 block,EPAC2 ag
COc1ccccc1CNS(=O)(=O)c1c(C(=O)N2CCC(C)CC2)c(C)n(C)c1C,?,-10.6%,nt,nt,1.9%,nt,-0.7%,nt,nt
CCOC(=O)CCc1c(C)c2ccc(OC3CCCCC3=O)c(C)c2oc1=O (stereo not given),-4.6%,-12.0%,nt,-0.2,5.5%,?,2.3%,7.3%,2.0%
Cc1ccc(CNS(=O)(=O)c2cc3c4c(c2)CCN4C(=O)CC3)cc1,-11.7%,4.8%,6.7%,-0.5,-2.9%,i,-0.3%,-18.5%,-2.1%
COc1ccc(CC(=O)NCC2CCCCC2)cc1OC,0.8%,-1.9%,nt,0.4,0.7%,i,0.5%,0.8%,7.0%
CC(C)C(NC(=O)c1ccccc1)C(=O)NC1=NCCS1 (stereo not given),-19.0%,-22.6%,3.0%,1.4,-3.8%,i,0.2%,-16.5%,-6.9%
Cc1[nH]n(-c2ccccc2)c(=O)c1/C=N/n1c(C)nc2ccccc2c1=O,1.0%,-37.4%,-12.6%,0.1,-4.0%,i,1.9%,-3.0%,6.8%
COc1ccc(CCNC(=O)CSc2nc3nc(C)c(Cc4ccc(C)cc4)c(C)n3n2)cc1OC,?,-30.7%,nt,nt,-8.1%,nt,-0.9%,nt,nt
COc1cc(C)c(C(C)C)cc1S(=O)(=O)n1cnc(C)c1,?,-11.0%,-7.6%,-1.0,3.2%,i,-0.2%,16.8%,12.3%
CN(C)CCNC(=O)c1cccc2nc3cccc(F)c3nc12,?,-77.8%,8.91µM*,-0.7,10.3µM*,?,-0.4%,4.61µM*,4.4%
CN(c1ccccc1)S(=O)(=O)c1ccc(Cl)c(C(=O)Nc2nc3ccccc3[nH]2)c1,-0.3%,5.1%,-12.1%,-6.7,-13.1%,i,7.2%,?,8.1%
COc1cccc(CN2CCN(Cc3ccc(OC)c(OC)c3)CC2CCO)c1 (stereo not given),-0.9%,-6.5%,-6.8%,-0.7,-4.6%,?,-0.3%,9.2%,7.0%
Cc1ccc[n+](CC(=O)Nc2cc(C(F)(F)F)ccc2N2CCOCC2)c1,?,1.6%,-7.0%,-0.4,-7.7%,i,0.0%,-10.8%,-5.4%
CCOC(=O)C1=C(C)N(C)C(=O)NC1c1cccc(O)c1 (stereo not given),12.2%,-2.6%,-19.2%,0.1,4.2%,i,0.3%,-16.3%,-0.9%
Cc1ccc(CNC(=O)COC(=O)CCOc2ccc(C)cc2)cc1,-10.7%,-6.4%,5.1%,2.0,0.1%,?,0.2%,12.1%,-7.3%
CCOC(=O)c1sc(NC(=O)CCN2CCC(C)CC2)c(C(=O)OCC)c1C,9.3%,-4.8%,-20.7%,0.0,4.5%,i,7.6%,6.9%,5.7%
CCOc1ccc(N(CC(=O)NC2CCCC2)C(=O)CSc2nnc(COc3ccccc3)o2)cc1,-1.6%,-20.7%,1.9%,-2.3,0.0%,i,-0.3%,-7.9%,11.3%
Cc1cc(=O)[nH]c(SCC(=O)Nc2ccc(Br)cc2)n1,-2.2%,6.1%,22.1%,-0.5,0.0%,i,0.3%,-5.3%,-0.9%
CC(C)CNC(=S)Nc1ccc(S(N)(=O)=O)cc1,3.7%,-3.5%,8.1%,0.4,-3.0%,i,2.4%,-2.8%,11.8%
CN(C(=O)COC(=O)C(Cc1ccccc1)NC(=O)c1ccccc1)c1ccccc1 (stereo not given),-0.9%,15.0%,1.0%,-0.4,-1.5%,i,1.9%,21.2%,2.2%
CC(C)NC(=O)/C(C#N)=C\c1ccc(N(C)C)c(Br)c1,-18.6%,2.1%,-20.2%[11.3 µM],-0.5,2.5%,i,6.9%,-1.0%,6.8%
CN(C(=O)c1cccnc1)c1nc(-c2ccccc2)cs1,25.2%,-11.7%,-3.3%,-3.1,1.2%,i,1.5%,8.7%,-0.7%
COc1ccc(OC)c(NC(=O)Cn2cnc3ccc(S(=O)(=O)N4CCC(C)CC4)cc3c2=O)c1,-1.9%,-7.2%,-3.9%,nt,-9.4%,i,0.5%,?,nt
COCCNc1nc2c(c(=O)n(C)c(=O)n2C)n1Cc1cccc(C)c1,0.5%,-10.3%,-8.5%,1.4,-6.4%,?,0.1%,?,1.0%
Cc1cc(-c2nc3ncccc3o2)ccc1NC(=O)COc1cc(C)c(Cl)c(C)c1,1.3%,-0.8%,-2.5%,nt,-0.5%,i,0.3%,-19.5%,nt
CCOC(=O)c1c(C)nc2sc3c(c2c1-c1ccc(OC)cc1)NC(c1ccc(OC)cc1)NC3=O (stereo not given),7.6%,0.1%,-6.5%,0.2,-12.0%,i,-0.2%,-8.8%,13.2%
Cn1c(CSCC(=O)Nc2ccccc2)nnc1SCc1ccccc1,-5.2%,-77.1%,8.2%,-2.3,-1.3%,i,-0.5%,1.2%,6.5%
CCn1c2c(c3cc(C(=O)O)ccc31)CCCC2=O,0.0%,-0.4%,6.2%,0.2,1.1%,i,-0.4%,-3.8%,0.5%
CCOC(=O)C1CCN(c2ncnc3c2oc2ccc(Br)cc23)CC1,-9.7%,-17.9%,0.0%,-0.1,5.0%,i,6.9%,?,5.5%
COc1ccccc1NC(=O)N1CCC(C(=O)c2ccc(Cl)cc2)CC1,16.5%,-58.3%,-17.3%,-0.3,0.3%,i,-0.2%,?,14.3%
Cc1cc(=O)oc2c(CN3CC(C)OC(C)C3)c(O)c(Cl)cc12 (stereo not given),-1.6%,3.0%,5.8%[11.3 µM],1.0,-1.9%,nt,1.9%,-2.7%,15.5%
C[C@H](NC(=O)Cn1cncn1)c1ccccc1,13.5%,-18.9%,2.9%,-1.2,-6.3%,i,-0.4%,?,7.3%
COc1ccc(NC(=O)c2cccc(N3CCCS3(=O)=O)c2)cc1,5.4%,6.9%,17.3%,nt,6.6%,?,6.4%,?,nt
COc1ccccc1-c1cnc(C(O)c2c(C)cccc2C)[nH]1 (stereo not given),-13.1%,-21.6%,4.5%,-0.6,nt,i,-0.2%,nt,2.8%
Cc1ccc(CSc2nnc(Cn3c(=O)sc4ccccc43)n2C)cc1,?,1.7%,2.2%,2.3,-6.9%,i,-0.7%,-10.2%,4.7%
CCN(CC)CCNC(C(=O)Nc1cccc(C(C)=O)c1)c1ccccc1 (stereo not given),-28.8%,12.6µM*,-5.7%,0.4,6.3%,i,2.5%,13.2%,2.3%
O=C(/C=C/c1ccccc1O)c1ccccc1,-6.8%,-32.5%,6.4%,-0.6,-2.5%,i,?,2.6%,19.3%
CCN(CC)c1ccc(NC(=O)COc2ccccc2C#N)cc1S(=O)(=O)Nc1ccc(OC)cc1,-13.3%,-2.6%,4.8%,-0.2,1.0%,?,0.0%,7.9%,-5.9%
O=C(NCCS(=O)(=O)c1ccc(Br)cc1)c1c(F)cccc1F,64.6%[activator],6.6%,7.1%,-1.9,-0.7%,i,-0.5%,-4.9%,-6.2%
CC(=O)c1sc2nc(SCC(=O)N3CCCCC3)[nH]c(=O)c2c1C,19.4%,0.7%,40.9%[activator],0.1,-7.2%,i,?,nt,1.5%
CC(=O)c1ccccc1NC(=O)COC(=O)c1cc2ccccc2[nH]1,-4.8%,-46.9%,-12.3%,-0.2,0.1%,i,29.6%,13.2%,10.8%
COc1ccc(-c2c(C#Cc3ccc(N(C)C)cc3)c3ccccc3n2C)cc1,?,-24.3%,?,0.8,-1.1%,?,-0.9%,?,7.6%
CCN(CC)c1ccc(NC(=O)C2CC3CCC2C3)cc1 (stereo not given),15.8%,8.6%,19.1%,0.1,-2.6%,i,3.7%,?,-6.0%
Cc1cc(C)c(C)c(S(=O)(=O)N2CCC(C(=O)OCC(=O)N3c4ccccc4NC(=O)C3(C)C)CC2)c1C,2.2%,-15.3%,-9.4%,-1.2,2.2%,i,0.4%,16.5%,13.5%

# 6 consecutive compounds already listed, quoted:
SMILES,TGFb SMAD3 inh,HepG2 viability,ATXN2 expr inh,IL-2 act,A549 tox,ATXN viability,Nrf2 ARE act,Nrf2 block,EPAC2 ag
COc1ccccc1NC(=O)N1CCC(C(=O)c2ccc(Cl)cc2)CC1,16.5%,-58.3%,-17.3%,-0.3,0.3%,i,-0.2%,?,14.3%
Cc1cc(=O)oc2c(CN3CC(C)OC(C)C3)c(O)c(Cl)cc12 (stereo not given),-1.6%,3.0%,5.8%[11.3 µM],1.0,-1.9%,nt,1.9%,-2.7%,15.5%
C[C@H](NC(=O)Cn1cncn1)c1ccccc1,13.5%,-18.9%,2.9%,-1.2,-6.3%,i,-0.4%,?,7.3%
COc1ccc(NC(=O)c2cccc(N3CCCS3(=O)=O)c2)cc1,5.4%,6.9%,17.3%,nt,6.6%,?,6.4%,?,nt
COc1ccccc1-c1cnc(C(O)c2c(C)cccc2C)[nH]1 (stereo not given),-13.1%,-21.6%,4.5%,-0.6,nt,i,-0.2%,nt,2.8%
Cc1ccc(CSc2nnc(Cn3c(=O)sc4ccccc43)n2C)cc1,?,1.7%,2.2%,2.3,-6.9%,i,-0.7%,-10.2%,4.7%
